# S-ASM inh: inhibitors of human secretory acid sphingomyelinase; P17405; placental ASM, HMU-PC fluorogenic substrate, 60 min; Potency, µM (doses to about 57.5 µM), without a hit: at the highest dose activity change, negative = inhibition, usual class: inhibitors; 0.006% of 340,000 active; further: potency means the concentration at half of the fitted maximal effect
#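 HMU-PC0 cleavage (9 uM final) by human placental ASM, 60 min at 37 °C following 10 min compound exposure at RT; stopped at pH 10, fluorescence Ex 386/Em 447 nm.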
# TSHR antag: antagonists of human thyroid stimulating hormone receptor | P16473 | TSHR-expressing cells, TSH-stimulated cAMP HTRF, 2 h; active compounds read low | activity change, negative = inhibition, % at 11.5 µM | 0.2% of 330,000 active;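 active means activity change below a set negative limit, meaning inhibition stronger than a set level, cut at about -70% in these data; inconclusive means activity change between two set negative limits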; further: on the % scale 0 is the no-effect control and ±100 the full control effect
#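 TSHR-expressing cells were treated with compounds, then stimulated with TSH at EC80 (4nM final) for 2 hours at 37 deg C. Cellular cAMP was measured by HTRF competition between lysate cAMP and cAMP-d2 for a cryptate-labelled anti-cAMP antibody.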
# A-T KAP1 phos: potential ataxia-telangiectasia treatments restoring KAP-1 phosphorylation; […] A-T fibroblasts, KAP-1 phosphorylation AlphaLISA; neocarzinostatin DNA damage 30 min before lysis; Potency, µM (series often up to 57.5 µM), for the others: top-dose activation, hits mostly activators; 0.19% of 320,000 active; AID 485349; further: potency means the concentration at half of the fitted maximal effect; % of control where 0% means no effect; nearly all actives have a fitted effect of over 45% in size
#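 ATM-like activity read as KAP-1 phosphorylation via AlphaLISA donor/acceptor antibody pairs after lysis and 6 hr at 25C. Cells were ATM-null patient fibroblasts ([…], hTERT), dosed 60 min, then exposed to the DSB inducer NCS for 30 min.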
# MLL CXXC-DNA inh: inhibitors of human MLL CXXC domain-DNA interaction; Potency, µM (top dose mostly 115 µM), for the others: at the highest dose activity change, negative = inhibition, hits mostly inhibitors; AID 2662; MLL-CXXC / FITC-HOXA9 DNA fluorescence polarization; 0.037% of 290,000 active; Q03164; active means well fitted inhibition curve with a large enough effect in the polarisation, with a control signal flat, not every such curve was filed as active; inconclusive means small, poorly fitted or top-dose-only effect, or effect the other way, or a change in a side signal; inactive means no such curve, though single readings can be large or run the other way; the % refers to the polarisation; further: potency means the concentration at half of the fitted maximal effect
#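 Purified MLL-CXXC (added from a 7 uM solution) was preincubated 5 min at ambient with pinned compounds in 50 mM Tris-HCl pH 7.5, 50 mM NaCl, 1 mM DTT, 0.05% BSA. Fluorescein-labeled HOX-A9 DNA (50 nM solution) followed, 30 min, then polarization read.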
# TCR act: activates T cell receptor signaling | AID 504894 | 330,000 tested, under 10 active | primary human leukocytes, anti-CD3, IL-2 HTRF, 48 h | Potency, µM (series often up to 9.22 µM), inactives show at the highest dose activation of IL-2 secretion, actives largely listed as activators; further: % of control where 0% means no effect
#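 Readout: HTRF IL-2, Eu-cryptate/d2 antibody pair, 320nm excitation, 665nm emission. Stimulus: a-CD3 beads, no co-stimulation. Cells: primary human leukocytes. Exposure: 48 hr with compound.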
# Mito fusion yeast: blocks mitochondrial division or promotes mitochondrial fusion | Potency, µM (top dose mostly 46.1 µM), without a hit: at the highest dose growth rescue (activation), hits mostly activators | S. cerevisiae fusion-defective mutant growth rescue, CellTiterGlo 48 h | 0.23% of 320,000 active;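 further: potency means the concentration at half of the fitted maximal effect; % of control where 0% means no effect; nearly all actives have a fitted effect of over 45% in size; temperature-sensitive fusion mutants such as fzo1-1 at 37 °C on non-fermentable ethanol glycerol medium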
#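 Read-out: ATP-based luminescence (CellTiterGlo, 10 min ambient) reporting growth of fusion-defective ts yeast after 48 hours at 37C on glycerol/ethanol YPEG medium in the presence of compound.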
# MBNL1-CUG inh: inhibitors of human MBNL1 binding to CUG repeat RNA. Q9NR56. TR-FRET MBNL1-His/biotin-(CUG)12 binding, 665/545 ratio. Potency, µM (titrated, usually from 57.5 µM), inactives show at the highest dose activity change, negative = inhibition, most hits filed as inhibitors. 0.036% of 280,000 active; active means well fitted inhibition curve with a large enough effect in the signal ratio, with a control signal flat, not every such curve was filed as active; inconclusive means small, poorly fitted or top-dose-only effect, or effect the other way, or a change in a side signal; inactive means no such curve, though single readings can be large or run the other way; the % refers to the signal ratio; further: potency means the concentration at half of the fitted maximal effect; on the % scale 0 is the no-effect control and ±100 the full control effect
#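 His-tagged MBNL1 binding to biotinylated (CUG)12 RNA was measured by TR-FRET using terbium anti-His antibody (0.055 ng/ul final) and streptavidin-XL665 (5 nM final). Compounds were titrated 92 nM to 58 uM; 60 min at room temperature.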
# Menin MLL FP TR: displaces Texas Red mutant MLL peptide from human menin; Menin + Texas Red MLL mutant peptide, fluorescence polarization; Potency, µM (top dose mostly 61.6 µM), inactives show top-dose FP activity change, negative = inhibition, usual class: inhibitors; 0.23% of 270,000 active; active means well fitted inhibition curve with a large enough effect in the polarisation, with a control signal flat, not every such curve was filed as active; inconclusive means small, poorly fitted or top-dose-only effect, or effect the other way, or a change in a side signal; inactive means no such curve, though single readings can be large or run the other way; the % refers to the polarisation; further: potency means the concentration at half of the fitted maximal effect; % of control where 0% means no effect; many of its hits are not listed in these tables
# Target sequence (O00255 whole entry, looked up): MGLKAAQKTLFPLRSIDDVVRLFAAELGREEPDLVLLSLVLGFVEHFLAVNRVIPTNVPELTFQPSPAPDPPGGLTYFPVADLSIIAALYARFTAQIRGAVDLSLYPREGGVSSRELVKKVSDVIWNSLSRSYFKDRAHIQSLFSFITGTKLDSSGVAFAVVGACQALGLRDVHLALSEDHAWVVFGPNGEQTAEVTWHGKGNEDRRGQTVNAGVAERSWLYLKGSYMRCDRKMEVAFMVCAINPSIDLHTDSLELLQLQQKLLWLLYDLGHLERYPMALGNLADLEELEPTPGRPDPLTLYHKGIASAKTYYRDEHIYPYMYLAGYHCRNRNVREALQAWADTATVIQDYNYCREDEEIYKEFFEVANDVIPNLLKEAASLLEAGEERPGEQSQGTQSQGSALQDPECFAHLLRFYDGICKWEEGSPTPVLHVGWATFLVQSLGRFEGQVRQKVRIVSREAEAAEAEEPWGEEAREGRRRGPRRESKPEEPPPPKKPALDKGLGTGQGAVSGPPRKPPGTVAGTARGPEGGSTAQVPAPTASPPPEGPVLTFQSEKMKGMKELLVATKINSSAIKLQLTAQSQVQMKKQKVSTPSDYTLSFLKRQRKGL
# a7 integrin act: activates integrin-mediated alleviation for muscular dystrophy | alpha7betagal myoblasts, beta-gal FDG fluorescence, 48 h | Potency, µM (top dose mostly 38.3 µM), for the others: top-dose activation, hits mostly activators | 0.064% of 350,000 active;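 further: potency means the concentration at half of the fitted maximal effect; 100% = response of the positive control SU9516; nearly all actives have a fitted effect of over 60% in size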
#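 alpha7betagal+/- myoblasts (passage 13, 250/well) treated 48 h at 37C with compounds at 1:260 dilution of DMSO stock. Lysed, then beta-galactosidase activity read as FDG fluorescence (ex 480/em 540) after 30 min, with pre-read for autofluorescence.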
# PTAP TSG101 blk: blocks PTAP/TSG101 interaction to inhibit HIV-1 budding. 340,000 tested, under 10 active. Potency, µM (highest dose often 115 µM), inactives show top-dose activity change, negative = inhibition, hits mostly inhibitors. AID 493005. Fluorescence polarization, FITC-PTAP peptide / Tsg101 binding; active means well fitted inhibition curve with a large enough effect in the main read-out, with a control signal flat, not every such curve was filed as active; inconclusive means small, poorly fitted or top-dose-only effect, or effect the other way, or a change in a side signal; inactive means no such curve, though single readings can be large or run the other way; further: potency means the concentration at half of the fitted maximal effect; % of control where 0% means no effect
# Target sequence (Q99816 whole entry, looked up): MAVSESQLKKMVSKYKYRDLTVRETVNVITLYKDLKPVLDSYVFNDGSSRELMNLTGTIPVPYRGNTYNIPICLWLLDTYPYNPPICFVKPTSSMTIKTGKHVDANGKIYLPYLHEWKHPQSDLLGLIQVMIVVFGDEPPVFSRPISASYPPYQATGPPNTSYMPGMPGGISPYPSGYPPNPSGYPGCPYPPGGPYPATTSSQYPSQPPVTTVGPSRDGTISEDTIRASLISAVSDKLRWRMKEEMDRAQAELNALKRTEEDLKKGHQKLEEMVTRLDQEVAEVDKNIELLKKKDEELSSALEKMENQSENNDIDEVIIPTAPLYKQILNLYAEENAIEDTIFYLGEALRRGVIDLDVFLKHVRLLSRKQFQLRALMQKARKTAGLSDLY
#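 Steps: Tsg101 binding domain dispensed (10 uM final), compounds pinned in DMSO, FITC-labeled PTAP-motif peptide added (50 nM final); after 20 min binding at room temperature, polarization measured.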
# An asterisk follows results filed as active; ? = inconclusive; . = not tested or not shown; [ ] = dose if it differs, or a comment. Unless noted, the call rests on the fitted dose curve; in most records, active means well fitted curve in the direction sought with a large enough effect; inconclusive means small, poorly fitted or top-dose-only effect, or another doubt; inactive means no such curve, though single readings can be large; an effect the other way counts as inactive or inconclusive. The list is partial; rates above refer to the full screens.
SMILES	MLL CXXC-DNA inh	Menin MLL FP TR	TSHR antag	A-T KAP1 phos	PTAP TSG101 blk	MBNL1-CUG inh	Mito fusion yeast	S-ASM inh	TCR act	a7 integrin act
O=C1/C(=C\Nc2ccccc2)CCN1c1ncccn1	-3%	2%	-4	4%	0%	12%	-1%	3%	-5%	-3%
CCOc1ccc(NC(=O)c2ccccn2)cc1	9%	10%	3	6%	-3%	-5%	-11%	-1%	8%[46.1 µM]	19%
COc1cccc(/C=N/n2c(-c3n[nH]c4c3CCC4)n[nH]c2=S)c1OC	-3%	.	-5	-2%	-4%	.	3%	0%	-8%	-2%
COc1ccccc1NS(=O)(=O)c1cc(N/C(=N\S(=O)(=O)c2ccccc2)c2ccc(F)cc2)ccc1Cl	1%	?	20	-1%	-4%	-26%	?	-2%	-10%[46.1 µM]	13%
CC(=O)Nc1ccc(S(=O)(=O)N2CCN(C(=O)c3ccco3)CC2)cc1	7%	8%	2	2%	1%	0%	-5%	2%	4%	0%
O=S(=O)(c1ccc(F)cc1)N1CCN(CC2CC3C=CC2C3)CC1 (stereo not drawn)	-3%	-22%	3	2%	0%	-4%	1%	5%	3%	12%
O=c1c2ccccc2nc(SCc2ccc(F)cc2Cl)n1CCCN1CCOCC1	7%	.	13	20%	-1%	-9%	?	-11%	0%	16%
CC1CCC2(CC1)NC(=O)N(Cc1cccc(C(F)(F)F)c1)C2=O (stereo not drawn)	-3%	1%	3	2%	-3%	-4%	3%	-1%	0%	-39%
CCc1ccc(NS(=O)(=O)c2cc3[nH]c(=O)c(=O)[nH]c3cc2C)cc1	-10%	37%[activator]	-140*	8%	-7%	-9%	?	-6%	-7%	-17%
COc1ccc(C(=O)C2CCCN(S(=O)(=O)c3ccccc3F)C2)c(C)c1 (stereo not drawn)	0%	.	-7	9%	0%	-4%	-4%	1%	3%	-32%[inhibitor]
O=S(=O)(c1ccc(F)cc1)N1CCN(c2ccccc2)CC1	2%	-2%	8	6%	0%	-5%	10%	2%	-4%	8%
O=C(CSc1nnc(CNC(=O)c2ccccc2)o1)Nc1nccs1	-9%	.	3	-6%	0%	-10%	1%	3%	-1%	23%
c1ccc(-c2cc(N3CCCCC3)ncn2)cc1	0%	-2%	2	2%	-2%	2%	2%	1%	-2%	-6%
c1ccc(CSc2nnc(-c3cccs3)n2Cc2ccco2)cc1	-8%	-4%	-17	.	-6%	22%	23%	2%	6%[46.1 µM]	-9%
CCn1c(O)c(N=N)c2ccccc21	22%	3%	-11	-4%	-1%	?	-10%	0%	1%	1%
Cc1nnc(NC(=O)c2nn(CC(C)C)c(=O)c3ccccc23)s1	-5%	2%	-11	-1%	1%	11%	-5%	-4%	0%	0%
CN(C)CCn1ccc(O)c(Cc2ccc(Cl)cc2)c1=O	3%	2%	-6	-10%	1%	0%	-4%	-3%	4%	8%
COc1ccc(NC(=O)C2CCCN(c3nn4c(=O)cc(C)nc4s3)C2)c(OC)c1 (stereo not drawn)	-11%	-10%	13	-7%	-7%	-10%	2%	-2%	-2%	8%
Cc1nnc(SCCn2c(N3CCCC(C)C3)nc3c2c(=O)[nH]c(=O)n3C)s1 (stereo not drawn)	-3%	-1%	-6	-2%	2%	-4%	0%	6%	4%	5%
COc1ccc(S(=O)(=O)Nc2cc(C)on2)cc1NC(C)=O	.	.	4	1%	1%	.	-2%	0%	2%	-20%
CCn1c(=O)n(CCOC)c(=O)c2c3c(sc21)CCCC3	-2%	-11%	-1	.	3%	?	5%	2%	1%[46.1 µM]	-7%
CCOc1ncccc1C(=O)Nc1ccc(-c2ccc3nnc(C)n3n2)cc1	6%	4%	-48	4%	-1%	6%	-3%	16%	-3%	19%
CN(Cc1cccnc1)C(=O)CNC(=O)c1ccc(Cl)cc1Cl	5%	-10%	-4	-1%	-2%	-5%	-2%	-3%	6%	2%
N#Cc1cccc(NC(=O)CSc2nnc(C3CC3)n2C2CC2)c1	.	.	-9	8%	0%	.	0%	5%	5%	2%
O=C(O)CN1CCN(c2ncc(C(F)(F)F)cc2Cl)CC1	9%	7%	1	1%	0%	8%	1%	2%	-1%	0%
O=C(NNC(=O)C1CCCO1)c1ccc([N+](=O)[O-])cc1 (stereo not drawn)	22%	11%	-4	0%	1%	?	-6%	-5%	-3%	9%
CCOC(=O)c1cnc(-n2cc(C)cn2)nc1Nc1ccccc1OCC	-2%	-2%	-14	5%	0%	-13%	-9%	-1%	0%	14%
Cc1ccccc1CN1CCN(S(=O)(=O)c2cccc3nsnc23)CC1	5%	.	0	-7%	-2%	?	1%	-2%	-3%	-19%
COc1cc(CN2CCC(C(=O)N3CCCC(C)C3)CC2)cc(OC)c1O (stereo not drawn)	2%	-6%	-2	-6%	-5%	1%	0%	1%	2%	-33%
O=C(COC(=O)/C=C/c1ccco1)Nc1cc(S(=O)(=O)N2CCOCC2)ccc1Cl	.	.	.	10%	-7%	.	.	-9%	0%	17%
Cc1cc(C)nc(SCNC(=O)c2ccc(F)cc2)n1	-7%	-6%	3	0%	3%	-6%	-4%	0%	3%	-17%
CCc1ccc(OCC(=O)O/N=C(\N)c2ccncc2)cc1	-9%	.	-6	8%	-1%	8%	-8%	-1%	1%	12%
O=C(Nc1ccc(Cl)cc1)c1cccc(NC2=NC3CS(=O)(=O)CC3S2)c1 (stereo not drawn)	.	5%	-3	-5%	-2%	-3%	-2%	-10%	3%	5%
CCN(Cc1ccccc1)S(=O)(=O)c1ccc(C(=O)N2CCN(c3nc4ccccc4s3)CC2)cc1	-2%	2%	0	10%	-1%	-2%	18%	-2%	5%[46.1 µM]	-17%
COc1ccc(C)cc1NS(=O)(=O)c1ccc(-c2cnc(C3CC3)o2)cc1	4%	.	-6	2%	-1%	4%	-1%	0%	-6%	9%
NS(=O)(=O)c1cccc(NC(=O)CN2CCC(Cc3ccccc3)CC2)c1	-1%	8%	6	-1%	-3%	5%	12%	2%	-1%	-21%

# Some of the entries so far, with two lines to a compound:
# Values run as follows: MLL CXXC-DNA inh, Menin MLL FP TR, TSHR antag, A-T KAP1 phos, PTAP TSG101 blk, MBNL1-CUG inh, Mito fusion yeast, S-ASM inh, TCR act, a7 integrin act
- NS(=O)(=O)c1cccc(NC(=O)CN2CCC(Cc3ccccc3)CC2)c1
    -1%, 8%, 6, -1%, -3%, 5%, 12%, 2%, -1%, -21%
- Cc1cc(C)nc(SCNC(=O)c2ccc(F)cc2)n1
    -7%, -6%, 3, 0%, 3%, -6%, -4%, 0%, 3%, -17%
- O=C(NNC(=O)C1CCCO1)c1ccc([N+](=O)[O-])cc1 (stereo not drawn)
    22%, 11%, -4, 0%, 1%, ?, -6%, -5%, -3%, 9%

# (continued)
SMILES	MLL CXXC-DNA inh	Menin MLL FP TR	TSHR antag	A-T KAP1 phos	PTAP TSG101 blk	MBNL1-CUG inh	Mito fusion yeast	S-ASM inh	TCR act	a7 integrin act
O=C(c1ccc2c(c1)OCO2)N1CCC2(CC1)Oc1ccc(Cl)cc1C(=O)C21CC(c2ccccc2)=NO1 (stereo not drawn)	4%	.	-4	18%	-5%	-6%	3%	-2%	-3%	-18%
Cc1ccc(Cl)cc1N1CCN(C(=S)NCCc2ccccc2)CC1	-2%	12%	-7	3%	-2%	-3%	22%	-6%	.	-14%
CC(=O)c1cc2c(cc1NC(=O)CN1CCCCCC1)OCO2	-6%	-15%	2	8%	-3%	25%	2%	0%	10%	-12%
CCNc1ccc(C(=O)OCC(=O)Nc2cc(C)on2)cc1[N+](=O)[O-]	.	.	14	-5%	-6%	.	3%	-4%	-1%	-9%
OCCCC1CCCCN1Cc1nc(Cc2ccccc2Cl)no1 (stereo not drawn)	5%	-24%	10	17%	-4%	-1%	6%	1%	0%	14%
O=C(O)C1CCCCC1C(=O)Nc1ccccc1Cl (stereo not drawn)	-5%	24%	-5	11%	-5%	-7%	2%	-2%	-7%	-3%
CCC(C)NC(=O)C(=O)NCc1ccncc1 (stereo not drawn)	-3%	-8%	-1	-1%	-11%	-1%	-1%	-1%	-1%	2%
c1n[nH]c(NC2=NCCC2)n1	-10%	1%	-5	-4%	-9%	-11%	-3%	2%	-5%	24%
Cc1cc(C)cc(C(=O)Nc2ccc(N3CCCC3)cc2)c1	-2%	-21%	9	-8%	1%	5%	-4%	-1%	-1%	-3%

# Assay outcomes from PubChem BioAssay.
